# Assay outcomes: PubChem, National Center for Advancing Translational Sciences (NCATS)
# Vif-A3G inh: blocks the Vif interaction with human APOBEC3G; AID 602310; hit rate 0.076% among 410,000; Potency, µM (doses to about 46.1 µM), without a hit: at the top dose activity, negative = active, most hits filed as inhibitors; Q9HC16; HeLa A3G-eYFP + Vif (tagged APOBEC3G with the HIV-1 protein that degrades it), YFP fluorescence, overnight;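 note: potency is the fitted concentration of half-maximal effect; % is set by controls: 0 for no effect and ±100 for the full control effect; nearly all actives have a fitted effect of over 60% in size; hits raise eYFP signal because A3G escapes Vif-driven loss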
#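 HeLa cells stably expressing Vif and C-terminally eYFP-tagged A3G, seeded overnight at 37 deg C, then exposed to compound by pintool overnight at 37 deg C. Rise in yellow fluorescence (Ex 488/Em 500-530, Acumen) marks blocked Vif-driven A3G degradation.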
# Vif-A3F inh: Vif-A3F binding inhibition | Potency, µM (titrated, usually from 46.1 µM), inactives show at the highest dose activity, negative = active | HeLa A3F-eYFP + Vif (tagged APOBEC3F with the HIV-1 protein that degrades it), YFP fluorescence increase | hit rate 0.2% among 390,000; note: potency is the fitted concentration of half-maximal effect; % of control where 0% means no effect; nearly all actives have a fitted effect of over 65% in size
#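 Fluorescence increase (Ex 488/Em 500-530) after overnight compound treatment at 37 deg C flags inhibition of Vif-driven A3F-eYFP loss in stable HeLa A3F-eYFP/Vif cells seeded overnight beforehand.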
# D1 antag: human D1 dopamine receptor antagonism | HEK293 TREx D1 cells, calcium flux, dopamine EC80; active compounds read low | activity change, negative = inhibition, % at 10 µM | hit rate 3.2% among 360,000 | AID 504652; in the data active = activity change below about -30%; note: % is set by controls: 0 for no effect and ±100 for the full control effect
#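 Calcium flux readout: force-coupled, inducible Hek293 Trex D1 line, cells induced overnight at 30 C with tetracycline, dye-loaded 30–90 min at RT. Antagonism scored against EC80 dopamine challenge given 180 s after compound.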
# RXFP1 antag: RXFP1 (human) relaxin receptor antagonism; AID 1259400; HEK293-RXFP1, relaxin-stimulated cAMP HTRF, 30 min; active compounds read low; Q9HBX9; activity change, negative = inhibition, % at 57.5 µM; hit rate 0.59% among 350,000;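 active = activity change of -60% or lower, but not beyond a set lower limit; inconclusive = change between -60% and -40%, or beyond the set limit; inactive = change above -40%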; note: % is set by controls: 0 for no effect and ±100 for the full control effect
# Target sequence (Q9HBX9 whole entry, looked up): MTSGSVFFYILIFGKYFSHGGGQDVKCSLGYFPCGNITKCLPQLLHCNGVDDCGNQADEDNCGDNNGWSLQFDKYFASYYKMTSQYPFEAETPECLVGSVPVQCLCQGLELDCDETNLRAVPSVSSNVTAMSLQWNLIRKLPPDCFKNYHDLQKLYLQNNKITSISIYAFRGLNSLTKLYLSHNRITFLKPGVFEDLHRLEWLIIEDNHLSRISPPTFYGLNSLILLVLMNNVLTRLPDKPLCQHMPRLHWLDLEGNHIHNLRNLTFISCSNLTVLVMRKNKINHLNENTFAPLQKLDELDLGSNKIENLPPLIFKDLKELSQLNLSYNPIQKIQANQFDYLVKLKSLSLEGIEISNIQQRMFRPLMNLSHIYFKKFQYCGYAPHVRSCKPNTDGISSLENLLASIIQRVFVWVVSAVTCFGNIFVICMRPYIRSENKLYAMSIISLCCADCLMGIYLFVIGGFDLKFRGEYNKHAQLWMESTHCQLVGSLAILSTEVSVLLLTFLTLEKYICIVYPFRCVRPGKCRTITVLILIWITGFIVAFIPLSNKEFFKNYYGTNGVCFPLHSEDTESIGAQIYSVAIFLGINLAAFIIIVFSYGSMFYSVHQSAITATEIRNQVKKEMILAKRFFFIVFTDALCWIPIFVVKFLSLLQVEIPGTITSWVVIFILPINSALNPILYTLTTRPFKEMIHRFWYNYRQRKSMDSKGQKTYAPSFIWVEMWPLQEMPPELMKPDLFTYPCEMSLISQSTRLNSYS
# GRP78 ERSR act: ER stress response induction in glioma; U87-MG GRP78 promoter luciferase reporter, 16 h; Potency, µM, for inactives: top-dose activation, hits mostly activators; hit rate 0.02% among 420,000; AID 602332; note: potency is the fitted concentration of half-maximal effect; series mostly up to about 76 µM; % of control where 0% means no effect; nearly all actives have a fitted effect of over 35% in size
#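 ERSR induction read as luciferase luminescence (Bright-Glo, 10 min at room temperature) in stably transfected human U87-MG glioma cells exposed to compounds for 16 h, using GRP78 as sensor.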
# D1 potentiator: human D1 dopamine receptor positive modulation | P21728 | HEK293 TREx D1 cells, calcium flux, dopamine EC20 potentiation | potentiation, % at 10 µM | hit rate 0.036% among 360,000 | AID 504651; in the data active = potentiation above about 30%; note: 0% is about no effect
# D2 potentiator: positively modulates the human D2 dopamine receptor allosterically. P14416. HEK293 T-REx D2, calcium flux, EC20 dopamine potentiation. potentiation, % at 10 µM. hit rate 0.34% among 340,000;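 active = potentiation over 3 SD above the plate norm, cut at about 30% in these data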; note: 0% is about no effect
#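 Potentiation of an EC20 dopamine calcium response measured kinetically over 180 s, after a preceding 180 s compound-only read flagging agonists. Cells: inducible Hek293 Trex D2 line, 4000/well, cultured overnight at 30 C before dye loading.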
# D1 agonist: agonists of human D1 dopamine receptor | HEK293 T-REx D1 cells, calcium flux, agonist mode | activation, % at 2 µM | hit rate 1% among 360,000; in the data active = activation above about 30%; note: 0% is about no effect
#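 Tetracycline-induced HEK293 TREx D1 cells, force-coupled to calcium signalling, were dye-loaded with a no-wash calcium kit. Compound was pin-added after a 10 s baseline. Fluorescence was read kinetically at 1 cycle/s for 180 s, with calcium rises flagged as agonism.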
# RXFP1 agonist: RXFP1 (human) receptor agonism; Q9HBX9; HEK293T-RXFP1 cAMP TR-FRET, 30 min; response scale: percent of porcine relaxin response, buffer zero; Potency, µM (series often up to 57.5 µM), for inactives: at the top dose activation, hits mostly activators; hit rate 0.3% among 370,000; note: potency is the fitted concentration of half-maximal effect; % is set by controls: 0 for no effect and ±100 for the full control effect; nearly all actives have a fitted effect of over 60% in size; many of its hits are not listed in these tables
#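 cAMP rise read by TR-FRET after 30 min, 37C compound exposure (up to 58 uM) in RXFP1-transfected HEK293 cells with Ro 20174 present. EC50 from Hill-equation fits, with 29 nM porcine relaxin as 100% and buffer as basal.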
# Starred values were filed as active, the others as inactive; ? = inconclusive; . = not tested or not shown; & = joins results of further samples. Unless noted, calls come from the whole dose curve; as a rule, active = well fitted curve in the direction sought with a large enough effect; inconclusive = small, poorly fitted or top-dose-only effect, or another doubt; inactive = no such curve, though single readings can be large; an effect the other way counts as inactive or inconclusive. The list is partial. The share of hits here may be higher or lower than overall.
SMILES,Vif-A3G inh,Vif-A3F inh,D1 antag,RXFP1 antag,GRP78 ERSR act,D1 potentiator,D2 potentiator,D1 agonist,RXFP1 agonist
CCN(CC(=O)Nc1ccc(OC)cc1)C(=O)c1cc(S(=O)(=O)N(C)C)ccc1N1CCCC1,0%,-5%,16,-20,-2%,7,6,-2,-1.2%
CCC12CN3CC(CC)(CN(C1)C3c1cccc(OC)c1O)C2=O (centres undefined),-2%,4%,1,-22,-1%,2,1,1,0.8%
Cc1cc(=O)[nH]c(/N=C(\N)Nc2ccc(SC(F)F)cc2)n1,1%,5%,7,11,2%,-4,-6,4,0.1%
CCN(CC)S(=O)(=O)c1cc(NC(=O)C2CC(=O)N(Cc3ccccc3)C2)ccc1Cl (centres undefined),2%,9%,3,-11,-4%,2,-11,1,0.9%
CCc1ccccc1NC(=O)CN(C)Cc1nc(N)nc(Nc2ccccc2C)n1,1%,0%,11,25,1%,7,5,3,0.0%
Cc1ccnn1CCC(=O)N1CCCC(CCC(=O)NCc2ccccc2F)C1 (centres undefined),2%,-11%,10,-14,-1%,-1,0,-1,1.1%
CC(C)(C)OC(=O)N1CCC2(CC1)C(C#N)=C(N)OC1=C2C(=O)CCC1,7%,-19%,22,13,-2%,1,5,2,1.1%
COc1ccc(C(=O)COC(=O)Cn2cnc3ccccc3c2=O)c(OC)c1,-1%,3%,4,-3,-1%,15,0,1,-0.4%
O=C(CSc1nnc2ccc(-c3cccnc3)nn12)Nc1ccccc1F,1%,0%,8,6,-2%,-9,-2,-1,5.5%
Cn1c(/C=N/NC(=O)c2ccccc2)nc2ccccc21,-3%,0%,.,9,0%,.,.,.,0.8%
O=C(Cn1c(=O)n(Cc2ccco2)c(=O)c2sc3ccccc3c21)Nc1ccc(F)cc1F,3%,-3%,-5,.,-2%,-2,.,6,15%
CC(/C=C/c1ccc(O)cc1)=NNc1ccccc1,?,-17%,.,11,8%,.,.,.,.
O=C(O)c1ccc(Cl)c(S(=O)(=O)NCc2cccnc2)c1,3%,13%,0,8,-2%,-3,.,1,-1.0%
CCOC(=O)c1sc2nccc(N(C)C)c2c1N=CNOCc1ccccc1,1%,7%,-1,-5,8%,11,.,2,8.3%
O=C(NC(=S)NCCOCc1ccc(Cl)cc1)c1cccnc1,-3%,-1%,6,17,-2%,-4,5,5,-1.0%
CC(C)C(C)NC(=O)COC(=O)c1cccc(C(=O)OCC(=O)NC(C)C(C)C)n1 (centres undefined),-1%,3%,-7,-8,-3%,-13,-8,4,2.6%
CCn1c(=O)c(C(=O)CN2CCN(S(=O)(=O)c3ccccc3)CC2)c(N)n(Cc2ccccc2)c1=O,-2%,-9%,5,-12,-5%,2,-9,1,-0.1%
Cc1ccccc1Cn1c(SCc2ccc(C(=O)NCCc3ccccc3)cc2)nc2ccncc21,2%,1%,-7,-17,1%,-4,5,5,2.1%
C=CCNc1oc(-c2ccco2)nc1S(=O)(=O)c1ccccc1,-3%,4%,-12,-25,-2%,-2,2,0,5.3%
CCO[C@@H]1OC(C(=O)NC2CC2)=C[C@H](c2csc3ccccc23)[C@H]1CCCO,-7%,0%,22,.,-6%,-3,0,5,0.5%

# Sorted by length of the SMILES (smallest number first): part of the list above
SMILES,Vif-A3G inh,Vif-A3F inh,D1 antag,RXFP1 antag,GRP78 ERSR act,D1 potentiator,D2 potentiator,D1 agonist,RXFP1 agonist
O=C(CSc1nnc2ccc(-c3cccnc3)nn12)Nc1ccccc1F,1%,0%,8,6,-2%,-9,-2,-1,5.5%
COc1ccc(C(=O)COC(=O)Cn2cnc3ccccc3c2=O)c(OC)c1,-1%,3%,4,-3,-1%,15,0,1,-0.4%
CCO[C@@H]1OC(C(=O)NC2CC2)=C[C@H](c2csc3ccccc23)[C@H]1CCCO,-7%,0%,22,.,-6%,-3,0,5,0.5%

# Later entries
SMILES,Vif-A3G inh,Vif-A3F inh,D1 antag,RXFP1 antag,GRP78 ERSR act,D1 potentiator,D2 potentiator,D1 agonist,RXFP1 agonist
CC(=O)c1ccc(NC(=O)/C(=C\c2ccccc2)NC(=O)c2ccco2)cc1,3%,-3%,3,-14,-3%,1,.,2,1.0%
CCOc1cc(CNC(=O)c2ccc(NC(=O)c3nsc4ccccc34)cc2)ccc1OC,2%,-12%,2,5,-6%,-3,1,2,6.0%
NC(=O)c1ccccc1NS(=O)(=O)c1ccc(F)cc1,1%,-3%,10,-3,3%,2,.,2,1.6%
Cn1c(SCC(=O)NCc2cccs2)nnc1-c1ccco1,3%,-3%,-10,-7,0%,3,-8,3,2.4%
CCC(C)NC(=O)C1CC(c2ccc(OC)cc2)=NO1 (centres undefined),-2%,3%,5,-11,1%,0,0,2,0.4%
CN(C(=O)CSc1nnnn1-c1ccc(Cl)cc1)C1CCS(=O)(=O)C1 (centres undefined),-2%,0%,.,2,1%,.,.,.,.
N#CCCn1cc(C(CC(=O)c2ccccc2)C(=O)O)c2ccccc21 (centres undefined),-1%,.,2,-1,1%,-1,14,-1,2.6%
O=C(CN1C(=O)NC2(CCCCCCC2)C1=O)NCc1ccc2c(c1)OCO2,-7%,.,8,-2,-2%,-3,1,-1,1.4%
O=c1c(-c2ccc(Cl)cc2)coc2c(CN3CCOCC3)c(O)ccc12,0%,8%,-2,8,1%,-2,7,3,-0.3%
CN(Cc1ccc(Cl)c(Cl)c1)C(=O)C1=CC=CN2CCS(=O)(=O)N=C12,-3%,10%,3,-5,0%,-7,4,3,1.2%
CCOC(=O)C1=C(C)C/C(=N\NC(=O)c2ccccc2O)CC1,-10%,-7%,1,10,-3%,-3,16,1,-0.1%
COc1ccccc1CNC(=O)N1CCN(S(=O)(=O)c2ccc(Cl)cc2)CC1,3%,-10%,2,-14,-2%,4,-18,2,1.8%
CC(C)Oc1ccc(CCNC(=O)C2CCC(=O)N(Cc3cccc(F)c3)C2)cc1 (centres undefined),2%,2%,-5,-15,3%,8,13,7,-1.1%
O=C(CCCN1C(=O)/C(=C/c2ccccc2)SC1=S)NCCCn1ccnc1,5%,1%,-30*,14,-12%,4,.,14,0.3%
CCc1ccc(S(=O)(=O)NCc2cn3cccc(C)c3n2)s1,-1%,-6%,-11,5,-1%,-6,-3,13,1.0%
Cc1cc(NC(=O)CSCC(=O)N(C)Cc2ccc(F)cc2)no1,0%,4%,4,-1,-4%,3,6,5,2.1%
CCc1ccc(OCC2c3cc(OC)c(OC)cc3CCN2C(=O)COc2ccccc2)cc1 (centres undefined),2%,9%,-6,.,-3%,-2,-11,1,-2.1%
CCOC(=O)Cc1csc(NC(=O)c2sc3nc4c(C)cc(C)cc4cc3c2N)n1,?,25µM*,2,25,2%,-3,.,85*,18%
O=C(N/N=C/c1cccc([N+](=O)[O-])c1)c1nc2ccccc2c(=O)[nH]1,0%,15%,5,0,1%,3,-3,2,-0.5%
CCC(=O)/C=C1\Sc2ccc(OC)cc2N1CCO,1%,-1%,10,-11,-6%,-6,7,-2,-1.9%

# Molecules above containing an NH in an aromatic ring (two):
SMILES,Vif-A3G inh,Vif-A3F inh,D1 antag,RXFP1 antag,GRP78 ERSR act,D1 potentiator,D2 potentiator,D1 agonist,RXFP1 agonist
Cc1cc(=O)[nH]c(/N=C(\N)Nc2ccc(SC(F)F)cc2)n1,1%,5%,7,11,2%,-4,-6,4,0.1%
O=C(N/N=C/c1cccc([N+](=O)[O-])c1)c1nc2ccccc2c(=O)[nH]1,0%,15%,5,0,1%,3,-3,2,-0.5%

# Remaining list, next part
SMILES,Vif-A3G inh,Vif-A3F inh,D1 antag,RXFP1 antag,GRP78 ERSR act,D1 potentiator,D2 potentiator,D1 agonist,RXFP1 agonist
CC(=NN(Cc1ccccc1)c1ccccc1)c1ccccc1,-6%,-4%,.,-11,-1%,.,.,.,.
Cc1[nH]c2c(C)cccc2c1CCNC(=O)c1ccc2c(c1[N+](=O)[O-])C(=O)c1ccccc1C2=O,2%,0%,19,-6,-13%,1,-7,1,-0.6%
COC(=O)C1=C(C)N(Cc2ccccc2)C(=NCc2cc(OC)c(OC)c(OC)c2)N[C@H]1c1ccccc1,1%,4%,0&1,.,-4%,-3&2,-14,1&3,2.0%&1.0%
Cc1onc(-c2ccccc2)c1C(=O)Nc1nc(-c2cc(F)ccc2F)cs1,-1%,-5%,-5,2,0%,-7,11,2,?
Cc1cc(NC(=O)c2coc(=O)c(Br)c2)ccc1C(C)C,-25%,-15%,0,?,1%,-4,10,16,3.0%
O=C(c1ccc2nc(Cc3ccccc3F)oc2c1)N1CCCC1,0%,2%,-1,2,19%,1,-1,1,3.2%
CSc1nc2ccc(NC(=O)c3ccco3)cc2s1,-8%,-20%,-9,-1,2%,-5,-5,1,-0.1%
OC(Cc1cccnc1)(Cc1cccnc1)c1cc2ccccc2[nH]1,-2%,-1%,6,-6,-1%,-5,-2,1,0.5%
CC(=O)Nc1ccc2oc(-c3ccccc3)nc2c1,-1%,0%,-6,-2,-4%,0,-5,1,5.3%
O=C(c1ccccc1NS(=O)(=O)c1ccc(F)cc1F)N1CCCCC1,-6%,8%,.,11,0%,.,.,.,.

# An excerpt of these results, with values under each structure.
# Below each compound: Vif-A3G inh | Vif-A3F inh | D1 antag | RXFP1 antag | GRP78 ERSR act | D1 potentiator | D2 potentiator | D1 agonist | RXFP1 agonist
- CCOc1cc(CNC(=O)c2ccc(NC(=O)c3nsc4ccccc34)cc2)ccc1OC
    2% | -12% | 2 | 5 | -6% | -3 | 1 | 2 | 6.0%
- NC(=O)c1ccccc1NS(=O)(=O)c1ccc(F)cc1
    1% | -3% | 10 | -3 | 3% | 2 | . | 2 | 1.6%
- Cn1c(SCC(=O)NCc2cccs2)nnc1-c1ccco1
    3% | -3% | -10 | -7 | 0% | 3 | -8 | 3 | 2.4%
